STEP inh – blocks human striatal-enriched tyrosine phosphatase; inhibition, % at 20 µM; 360,000 compounds, 0.25% hits; P54829; recombinant STEP, OMFP fluorogenic substrate, fluorescence;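 active = inhibition at 20 µM, scaled per plate between control wells, above about 37%, limit read from the data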;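 also: 0% = DMSO with enzyme and substrate and 100% = substrate only without enzyme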
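Assay system: isolated STEP enzyme. Buffer or medium: pH 6.0 Bis-Tris with DTT and Tween 20. Also added: fluorogenic phosphatase substrate OMFP at 25 µM final. Dosing: 20 µM, 1% DMSO. Timing: 20 min reaction, room temperature, in the dark. Measured by: fluorescence intensity, excitation 480 nm, emission 540 nm. Evaluation: normalized % inhibition.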
Scp1 inh – blocks human Scp-1 phosphatase activity | Q9GZU7 | Recombinant Scp1, phosphopeptide, malachite green phosphate absorbance | inhibition, % at 20 µM | 340,000 compounds, 0.88% hits;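 active = inhibition above about 50% at 20 µM, limit read from the data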;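 also: plate controls were DMSO wells with enzyme for no effect and wells lacking enzyme for full effect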
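System: truncated SCP-1 phosphatase (76-261aa); medium: Tris acetate buffer pH 5.5 with MgCl2 and Tween-20; incubation: 45 min room-temperature reaction, 5 min colour, 30 min stabiliser; compound: single 20 µM dose, 1% DMSO; reagent: Phosphorylated 17-residue peptide substrate; read-out: % inhibition at 20 µM; technique: colorimetric free-phosphate detection, absorbance 630 nm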
MsrA inh – bovine MsrA inhibition. AID 651718. 360,000 compounds, 0.75% hits. purified bovine MsrA, absorbance read-out. inhibition, % at 15.5 µM; in the data active = inhibition above about 4.5%;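 also: 0% = vehicle wells with enzyme and 100% = reference inhibitor wells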
bovine MsrA act – activates bovine MsrA enzyme; activation, % at 10.6 µM; AID 602163; purified bovine MsrA, absorbance read-out; 360,000 compounds, 0.3% hits; in the data active = activation above about 7.5%;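 also: 0% = vehicle and 100% = reference activator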
LMPTP block – LMPTP (human) inhibition; P24666; recombinant LMPTP-A, OMFP fluorogenic substrate, fluorescence intensity; inhibition, % at 20 µM; 360,000 compounds, 0.22% hits;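 active = compounds that cut the enzyme signal by at least half of the control window in the single-dose screen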;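 also: plate controls were DMSO wells with enzyme plus substrate for no effect and substrate without enzyme for full effect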
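test system = LMPTP-A | amount = 0.625 nM LMPTP-A final | reagent = fluorogenic phosphatase substrate OMFP at 400 µM final | incubation = 50 min at room temperature | benchmarks = no-enzyme low control, uninhibited high control | medium = Bis-Tris pH 6.0, DTT, detergent | signal = fluorescence intensity of OMFP turnover product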
SUMO1 PPI mod – modulators of human SUMO1-mediated protein-protein interactions; SUMO1 binding to a labelled peptide, TR-FRET, 1 h; AID 602429; inhibition, % at 20 µM; 360,000 compounds, 0.33% hits; in the data active = inhibition above about 37%
DNMT1 block – DNMT1 (human) enzyme inhibition | P26358 | DNMT1 molecular beacon, Hinp1I cleavage, fluorescence | inhibition (reported as % activation of signal), % at 10 µM | 360,000 compounds, 0.83% hits | AID 588458; in the data active = inhibition above about 50%
Target sequence (P26358 504-1616 limits assumed): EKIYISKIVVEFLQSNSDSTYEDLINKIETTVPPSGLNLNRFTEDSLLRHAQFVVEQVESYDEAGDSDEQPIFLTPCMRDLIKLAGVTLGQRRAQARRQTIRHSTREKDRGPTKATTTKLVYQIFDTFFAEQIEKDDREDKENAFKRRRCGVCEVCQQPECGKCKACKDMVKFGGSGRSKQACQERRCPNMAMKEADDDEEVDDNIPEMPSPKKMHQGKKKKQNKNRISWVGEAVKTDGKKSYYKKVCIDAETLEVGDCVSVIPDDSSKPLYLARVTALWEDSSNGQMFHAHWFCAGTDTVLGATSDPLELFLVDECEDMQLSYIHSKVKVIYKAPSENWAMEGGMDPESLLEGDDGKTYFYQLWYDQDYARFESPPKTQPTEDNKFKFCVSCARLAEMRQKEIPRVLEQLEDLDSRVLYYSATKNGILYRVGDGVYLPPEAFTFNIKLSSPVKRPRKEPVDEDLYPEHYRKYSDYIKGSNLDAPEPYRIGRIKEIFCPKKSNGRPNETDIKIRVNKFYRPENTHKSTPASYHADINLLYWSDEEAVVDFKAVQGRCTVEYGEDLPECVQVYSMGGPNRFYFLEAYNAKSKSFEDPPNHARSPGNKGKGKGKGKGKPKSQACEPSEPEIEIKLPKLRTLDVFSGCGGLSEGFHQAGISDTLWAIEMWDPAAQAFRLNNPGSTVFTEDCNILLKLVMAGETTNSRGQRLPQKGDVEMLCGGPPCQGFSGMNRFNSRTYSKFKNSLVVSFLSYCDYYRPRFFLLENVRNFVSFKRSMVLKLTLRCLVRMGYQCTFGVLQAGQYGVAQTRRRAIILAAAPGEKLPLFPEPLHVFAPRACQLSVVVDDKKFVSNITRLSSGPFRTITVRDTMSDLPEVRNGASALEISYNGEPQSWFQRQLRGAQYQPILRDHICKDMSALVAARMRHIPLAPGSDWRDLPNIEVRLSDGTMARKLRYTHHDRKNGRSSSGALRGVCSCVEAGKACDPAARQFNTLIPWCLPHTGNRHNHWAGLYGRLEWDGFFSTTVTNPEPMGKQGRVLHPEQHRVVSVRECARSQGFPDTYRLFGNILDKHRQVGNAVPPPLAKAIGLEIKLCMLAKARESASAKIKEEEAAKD
TbMetRS inhib – Trypanosoma brucei MetRS inhibition | purified T. brucei MetRS, ATP depletion, Kinase-Glo luminescence | inhibition, % at 11.9 µM | 360,000 compounds, 0.4% hits | AID 624268;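 active = inhibition above a per-plate cutoff of the control wells' mean inhibition plus 3 SD, cut at about 5.5% in these data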;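 also: 0% = DMSO wells median and 100% = median of wells with control inhibitor compound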
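Material: T. brucei methionyl-tRNA synthetase, purified; reagent: substrates ATP, L-methionine and bulk Escherichia coli tRNA; dosing: 11.9 µM single point; timing: 15 min plus 2 h at 25 °C; detection: luminescence of leftover ATP; evaluation: % inhibition; control set: DMSO-only wells as low control; replicates: singlicate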
E coli Lon inh – E. coli protease La inhibition; P0A9M0; purified E. coli Lon protease, fluorescence polarization; inhibition, % at 7.94 µM; 360,000 compounds, 0.42% hits; AID 602123; in the data active = inhibition above about 13%, passing the limit was not always enough;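 also: 0% = enzyme with probe and DMSO and 100% = no enzyme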
CendR NRP1 mod – alters CendR peptide binding to human NRP-1 | O14786 | inhibition, % at 25 µM | 360,000 compounds, 0.85% hits | FAM-RPARPAR peptide binding to NRP-1, fluorescence polarization;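 active = inhibition or corrected inhibition above about 18%, plus a signal ratio from 0.5 to 1.5, limit read from the data, passing the limit was not always enough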; also: strong numbers were not always called active
Starred values were filed as active, the others as inactive; / = not tested or not shown. Outcome played no part in choosing rows; any-hit rate near 4.3%.

SMILES | STEP inh | Scp1 inh | MsrA inh | bovine MsrA act | LMPTP block | SUMO1 PPI mod | DNMT1 block | TbMetRS inhib | E coli Lon inh | CendR NRP1 mod
Cc1ccc2[nH]cc(CCNC(=O)c3ccco3)c2c1 | 1 | -4 | -1.0 | -3 | -0.8 | 2 | 0 | 0.6 | -2 | 18
CC(=O)Nc1ccc(S(=O)(=O)NCc2nc(-c3ccccc3Cl)no2)cc1 | -1 | -3 | -0.7 | 2 | -0.2 | 2 | 1 | 0.2 | 7 | -3
CCOC(=O)c1cc(C(C)(C)C)oc1CNC(=O)c1c(C)oc2c1CCCC2 | 2 | 0 | -1.2 | -11 | -1.7 | -4 | 0 | -1.3 | -13 | 1
CCCCS(=O)(=O)c1sc2nc3c(cc2c1N)CCCC3 | 2 | -4 | -0.7 | -4 | 0.0 | -8 | -3 | 0.2 | -5 | -10
Cc1c(C(=O)OCC(=O)c2c(N)n(CC(C)C)c(=O)n(C)c2=O)oc2ccccc12 | 1 | 5 | 0.4 | -4 | -1.0 | 0 | -10 | -0.2 | -8 | -10
Cc1ccc(C(CC(=O)O)C2CCOC(C)(C)C2)cc1 (stereo unspecified) | -2 | -6 | -0.3 | -2 | -1.0 | 1 | 3 | -0.3 | -2 | -4
COc1ccc(CNC(=O)C2Cc3c(-c4cccc(F)c4)ccnc3O2)cc1OC (stereo unspecified) | 1 | / | 0.5 | -2 | -1.1 | 2 | 4 | 0.1 | -9 | -3
Cc1ccc(CNc2nc(-c3cccnc3)nc3ccccc23)cc1 | -1 | -6 | -0.1 | -3 | 26 | 4 | 1 | 0.4 | 7 | -8
COc1ccc(S(=O)(=O)N(C)c2ccc(C(=O)NCc3ccccn3)cc2)cc1 | 0 | -9 | -1.4 | 1 | 0.3 | -2 | 0 | -0.2 | -6 | -8
CCn1nnnc1SCC(=O)N1CCCCC1 | -1 | 4 | 0.1 | -2 | -1.1 | 4 | 2 | -0.5 | -5 | 20
COC(=O)c1c(C)[nH]c(C)c1-c1ccc([N+](=O)[O-])cc1 | -5 | 3 | 4.4 | -15 | 0.0 | -27 | 1 | -1.0 | 4 | 0
COc1ccc(-n2c(Cn3nnc4ccccc43)nnc2SCC(=O)O)cc1 | -3 | -3 | -0.8 | 5 | 0.2 | 1 | -3 | -1.2 | -5 | 10
Cc1cn(CC(=O)NCCc2c[nH]c3ccccc23)c(=O)[nH]c1=O | -1 | -8 | 0.4 | -1 | -1.6 | 3 | 3 | -0.9 | -14 | -4
CC(C)c1nnc(N2C(=O)c3oc4ccccc4c(=O)c3C2c2ccco2)s1 (stereo unspecified) | -4 | 0 | -0.1 | -10 | -1.3 | -14 | 2 | -1.6 | -9 | -7
CC(C)Oc1ccc(S(=O)(=O)N2CCOCC2)cc1NC(=O)C1CSC2(C)CCC(=O)N12 (stereo unspecified) | -2 | 1 | -0.7 | -1 | -0.9 | 3 | -3 | 0.3 | 4 | -5
Cc1c(C(=O)Nc2nc(-c3ccccn3)cs2)oc2ccccc12 | 77* | 10 | / | -5 | 4.4 | 7 | -9 | -0.4 | -12 | -9
NC(=O)c1ccc[n+](CC(=O)c2ccccc2)c1 | 2 | -7 | -0.2 | 4 | -1.7 | -16 | 0 | 0.4 | 8 | 23
NC(=O)C1CCN(C(=O)COc2cccc3ccccc23)CC1 | 2 | -2 | -0.7 | -2 | -1.5 | -4 | 1 | -1.7 | -4 | -3
CN(C)S(=O)(=O)c1ccc2c(c1)nc(CCC(=O)NCc1ccc(Cl)cc1)n2C | 3 | 7 | 0.4 | -14 | 1.9 | 5 | 4 | -0.9 | -7 | -6
CC1CCc2c(sc3ncn(CCO)c(=O)c23)C1 (stereo unspecified) | -1 | -10 | -0.1 | -4 | -0.4 | -2 | -3 | 0.1 | -10 | -9
Cn1nc(C(F)(F)F)c(-c2ccc(Br)cc2)c1NC(=O)c1nccnc1C(=O)O | -2 | -11 | 0.9 | -3 | -4.1 | 7 | 1 | 0.0 | 1 | -2
O=C(CN1C(=O)C2C3C=CC(C4CC34)C2C1=O)Nc1cnc2ccccc2c1 (stereo unspecified) | -1 | -6 | 1.3 | -3 | 0.9 | -1 | -7 | -0.3 | 7 | -5
CS(=O)(=O)N1CCC(C(=O)Nc2cccc(Cl)c2Cl)CC1 | -3 | 3 | 0.9 | -3 | -1.7 | 5 | 3 | -1.1 | -2 | -4
CC(C)(C)C1=NN=C2c3ccccc3C(=O)C21 (stereo unspecified) | -2 | -14 | 0.8 | -4 | -0.2 | -19 | -1 | -0.4 | -6 | 6
CCCn1nnnc1NC(=O)c1cc(Cl)ccc1Cl | 3 | -12 | -0.7 | -3 | -1.5 | 3 | 10 | 0.5 | -10 | 15
CCOc1ccc(OCCC(=O)Nc2ccc3c(c2)OCO3)cc1 | 1 | -8 | -0.3 | -1 | -0.5 | 3 | -1 | -0.2 | 5 | 2
Cn1c(CO)cnc1SCc1c(Cl)cccc1Cl | 2 | 0 | 0.1 | 0 | -0.5 | -5 | 0 | -0.5 | 0 | -1
COc1ccc(Nc2nnc(SCC(=O)/C=C3/N(C)c4ccccc4C3(C)C)s2)cc1 | 3 | -1 | 1.7 | -4 | 4.7 | 1 | -16 | 0.0 | -15 | -18
Cc1c(Cl)cccc1NC(=O)c1cc(-c2ccco2)on1 | 1 | -1 | -0.8 | -4 | 0.6 | 0 | 34 | 0.8 | 0 | 0
CC1(C(=O)NCc2ccccc2)Oc2ccccc2NC1=O (stereo unspecified) | -3 | -3 | -0.6 | 5 | -0.3 | 0 | 0 | 1.6 | -6 | 2
Cn1c2ccccc2c(=O)c2ccc(C#CC3(N)CCCCC3)cc21 | 0 | 0 | 0.2 | -2 | 2.7 | -47 | 37 | -0.1 | -15 | -8
O=C(O)/C=C\C(=O)Nc1ccc(F)c(F)c1F | 3 | -7 | -0.8 | -2 | -2.2 | -1 | 3 | 0.4 | -3 | 4
O=C1[C@H](Cc2ccccc2)NCCCC[C@@H](c2ccco2)N1Cc1ccccc1 | 3 | -3 | 1.2 | 1 | -0.3 | -1 | 4 | -0.5 | 1 | -4
COc1ccc(CN(CC(=O)NCc2ccc(F)cc2)C(=O)CCC(=O)Nc2nccs2)cc1 | -1 | -1 | 0.2 | 2 | -0.4 | -1 | 4 | -0.5 | 5 | 17
Cc1ccc(/C=N/n2nnnc2N)o1 | -6 | -4 | 3.8 | -6 | -1.7 | -6 | 2 | -0.5 | -7 | -2
CCCC(C)NC(=O)c1cc(S(=O)(=O)N2CCCCCC2)ccc1OC (stereo unspecified) | 1 | -10 | -0.2 | -2 | -8.8 | -25 | 14 | -0.4 | -6 | 6
CS(=O)(=O)c1ccc2c(c1)sc1nc(=O)c(/C=C3/C=CC(=O)C(O)=C3)c(N)n12 | 12 | 71* | 4.1 | -2 | 30 | -3 | 11 | 0.5 | -71 | -292
Cc1nn(C)c(C)c1S(=O)(=O)N1CCC(CO)(CC2CCCCO2)CC1 (stereo unspecified) | -3 | -1 | 0.5 | -4 | -1.2 | -6 | -1 | -0.9 | -2 | 8
COc1cc(C2NC(=O)c3ccccc3O2)ccc1OC(C)C (stereo unspecified) | 1 | 7 | -0.3 | -8 | -1.1 | 4 | 5 | -1.8 | 5 | -3
CN1C(=O)N(c2ccccc2)C(Nc2nncs2)C1(C)C (stereo unspecified) | -1 | -4 | -0.6 | -3 | -0.2 | 1 | 2 | -1.2 | -2 | 5
O=C(COc1cccc2ccccc12)N/N=C/c1ccncc1 | -4 | -4 | -0.1 | -4 | 0.9 | -13 | -3 | 0.1 | 10 | 15
CC1(C)OC(C)(C)/C(=C\c2ccc(OCC(N)=O)cc2)C1=O | 1 | -6 | 3.2 | -4 | -0.2 | -5 | 1 | 0.1 | -6 | 14
O=C(COc1ccc([N+](=O)[O-])cc1)Nc1ccccc1N1CCCC1 | -1 | 1 | -0.6 | -3 | 0.2 | -10 | -4 | -0.8 | -5 | -1
O=C(Nc1ccccc1-c1nc2ccccc2s1)c1cccnc1Cl | -1 | 0 | 0.1 | -3 | 28 | -11 | 36 | -0.9 | -2 | -11
CC(=O)c1ccccc1NC(=O)COC(=O)c1c(C)nn(-c2ccccc2)c1C | -1 | -3 | -0.1 | -1 | 1.1 | 2 | -4 | -0.1 | -6 | -3
C/C(=N\NC(=O)CSc1nc(C)[nH]c1[N+](=O)[O-])c1ccc(F)cc1 | -3 | -4 | 0.3 | -1 | -1.3 | -15 | 0 | -0.3 | 12 | -7
CSc1nc2[nH]ncc2c(=O)n1-c1ccccc1 | 0 | -1 | 1.7 | -3 | -1.0 | 4 | -3 | 0.1 | -2 | 3
O=C(NN=C1CCCC1)c1ccccc1OCc1ccc(Cl)cc1 | 0 | 1 | 1.6 | -4 | 1.1 | -2 | 0 | -0.2 | 2 | 4
CCOc1ccccc1NC(=O)NC1CCCCCCC1 | 0 | -10 | -0.9 | -4 | -1.8 | -4 | 1 | 0.0 | 1 | 3
Cc1ccc(S(=O)(=O)NC(=O)Nc2cc(C)ccc2F)cc1 | -1 | -1 | -1.7 | -14 | -0.3 | 0 | 6 | -1.3 | -5 | 10
COc1cc(/C=N/NC(=O)CNC(=O)c2ccc3c(c2)OCCO3)ccc1O | -3 | 0 | 0.0 | -1 | 1.0 | -4 | -1 | -1.7 | -6 | 6
C[C@H]1CN([C@@H](C)CO)C(=O)c2cccc(NC(=O)c3cnccn3)c2O[C@@H]1CN(C)S(=O)(=O)c1ccc(F)cc1 | 3 | 6 | / | -9 | -1.6 | -3 | 5 | 0.1 | -17 | 0

Exported comma-delimited: entries from further up.
SMILES,STEP inh,Scp1 inh,MsrA inh,bovine MsrA act,LMPTP block,SUMO1 PPI mod,DNMT1 block,TbMetRS inhib,E coli Lon inh,CendR NRP1 mod
CCCC(C)NC(=O)c1cc(S(=O)(=O)N2CCCCCC2)ccc1OC (stereo unspecified),1,-10,-0.2,-2,-8.8,-25,14,-0.4,-6,6
CS(=O)(=O)c1ccc2c(c1)sc1nc(=O)c(/C=C3/C=CC(=O)C(O)=C3)c(N)n12,12,71*,4.1,-2,30,-3,11,0.5,-71,-292
Cc1nn(C)c(C)c1S(=O)(=O)N1CCC(CO)(CC2CCCCO2)CC1 (stereo unspecified),-3,-1,0.5,-4,-1.2,-6,-1,-0.9,-2,8
COc1cc(C2NC(=O)c3ccccc3O2)ccc1OC(C)C (stereo unspecified),1,7,-0.3,-8,-1.1,4,5,-1.8,5,-3
CN1C(=O)N(c2ccccc2)C(Nc2nncs2)C1(C)C (stereo unspecified),-1,-4,-0.6,-3,-0.2,1,2,-1.2,-2,5

Screening results (PubChem BioAssay)
